Screening results: PubChem BioAssay, several laboratories
NCOA2 inhibitor = inhibits human steroid receptor coactivator 2; HEK293 GAL4-SRC2 luciferase reporter, luminescence; AID 651957; Q15596; inhibition, % at 9 µM; 0.17% of 370,000 active;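 active = inhibition above the mean inhibition of all tested compounds plus 3 SD, set per campaign, cut at about 52% in these data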;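 also: 0% = DMSO treated cells and 100% = cells given Gossypol at 36 µM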
LMP1 NFkB inh = inhibitors of Epstein-Barr LMP1-induced NF-kappaB reporter | inhibition, % at 12.5 µM | 0.69% of 350,000 active | LMP1-induced NF-kappaB luciferase reporter cells, luminescence; in the data active = inhibition above about 41%;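 also: 0% = neutral control wells and 100% = reference inhibitor control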
NR5A2 inv ag = NR5A2 inverse agonism in reporter assay. 0.13% of 360,000 active. O00482. HEK293T StAR-luciferase reporter, LRH-1 transfected, 24 h. inhibition, % at 3.6 µM. AID 602396;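 active = inhibition above the mean inhibition of all tested compounds plus 3 SD, cut at about 73% in these data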;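 also: 0% = DMSO wells and 100% = reporter-only cells lacking LRH-1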
TRAIL sens C8 = caspase-8 TRAIL sensitization; inhibition (viability loss, TRAIL sensitization), % at 10 µM; 1% of 360,000 active; NB7+C8 cells + TRAIL, ATPlite viability luminescence; AID 624354;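 active = compounds causing at least 50% loss of cell viability in the single-dose screen, relative to plate controls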
TROY signal inh = TROY signaling inhibition; Q293 LMP1-TROYcd NF-kB luciferase reporter, 4 h; inhibition, % at 10 µM; 0.98% of 360,000 active; AID 1347056;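 active = compounds whose plate-normalised and pattern-corrected inhibition of the luciferase reporter signal at the single screening dose is 50% or more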
NCOA3 inh = inhibits human SRC3 coactivator | 0.17% of 360,000 active | HEK293 GAL4-SRC3 luciferase reporter, luminescence | inhibition, % at 3.6 µM | AID 588352 | Q9Y6Q9;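 active = inhibition above a per-campaign cutoff, the mean of all compounds plus 3 SD, cut at about 60% in these data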;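 also: 0% = DMSO-treated cells and 100% = gossypol-treated cells at 36 µM; higher means less SRC3-driven luciferase light from the GAL4 reporter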
NR2F2 inh = NR2F2 (human) inhibition, primary screen | inhibition, % at 8.6 µM | AID 686940 | P24468 | 0.7% of 370,000 active | HEK293T NGFI-A luciferase reporter, luminescence;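 active = inhibition above a per-plate cutoff, mean inhibition of test wells between control levels plus 3 SD, cut at about 38% in these data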;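 also: cells cotransfected with COUP-TFII expression vector driving the NGFI-A reporter; 0% = median of COUP-TF2 test wells and 100% = reporter-only cells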
NOD2 RIPK2 PPI = NOD2-RIPK2 protein interaction inhibition. CHO BLA complementation NOD2-RIPK2, CCF4 ratio. inhibition, % at 4.98 µM. 0.38% of 360,000 active. AID 624267; in the data active = inhibition above about 21%;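 also: 0% = vehicle only and 100% = reference blocker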
NCOA1 inh = inhibitors of human steroid receptor coactivator 1 (SRC1). Q15788. HEK293 GAL4-SRC1 luciferase reporter, luminescence. inhibition, % at 3.6 µM. 0.12% of 360,000 active;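 active = inhibition above the campaign mean plus 3 SD, with each screening campaign given its own cutoff, cut at about 60% in these data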;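 also: 0% = DMSO treated cells and 100% = gossypol at 36 µM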
Target sequence (Q15788 whole entry, looked up, the tested form may be a part): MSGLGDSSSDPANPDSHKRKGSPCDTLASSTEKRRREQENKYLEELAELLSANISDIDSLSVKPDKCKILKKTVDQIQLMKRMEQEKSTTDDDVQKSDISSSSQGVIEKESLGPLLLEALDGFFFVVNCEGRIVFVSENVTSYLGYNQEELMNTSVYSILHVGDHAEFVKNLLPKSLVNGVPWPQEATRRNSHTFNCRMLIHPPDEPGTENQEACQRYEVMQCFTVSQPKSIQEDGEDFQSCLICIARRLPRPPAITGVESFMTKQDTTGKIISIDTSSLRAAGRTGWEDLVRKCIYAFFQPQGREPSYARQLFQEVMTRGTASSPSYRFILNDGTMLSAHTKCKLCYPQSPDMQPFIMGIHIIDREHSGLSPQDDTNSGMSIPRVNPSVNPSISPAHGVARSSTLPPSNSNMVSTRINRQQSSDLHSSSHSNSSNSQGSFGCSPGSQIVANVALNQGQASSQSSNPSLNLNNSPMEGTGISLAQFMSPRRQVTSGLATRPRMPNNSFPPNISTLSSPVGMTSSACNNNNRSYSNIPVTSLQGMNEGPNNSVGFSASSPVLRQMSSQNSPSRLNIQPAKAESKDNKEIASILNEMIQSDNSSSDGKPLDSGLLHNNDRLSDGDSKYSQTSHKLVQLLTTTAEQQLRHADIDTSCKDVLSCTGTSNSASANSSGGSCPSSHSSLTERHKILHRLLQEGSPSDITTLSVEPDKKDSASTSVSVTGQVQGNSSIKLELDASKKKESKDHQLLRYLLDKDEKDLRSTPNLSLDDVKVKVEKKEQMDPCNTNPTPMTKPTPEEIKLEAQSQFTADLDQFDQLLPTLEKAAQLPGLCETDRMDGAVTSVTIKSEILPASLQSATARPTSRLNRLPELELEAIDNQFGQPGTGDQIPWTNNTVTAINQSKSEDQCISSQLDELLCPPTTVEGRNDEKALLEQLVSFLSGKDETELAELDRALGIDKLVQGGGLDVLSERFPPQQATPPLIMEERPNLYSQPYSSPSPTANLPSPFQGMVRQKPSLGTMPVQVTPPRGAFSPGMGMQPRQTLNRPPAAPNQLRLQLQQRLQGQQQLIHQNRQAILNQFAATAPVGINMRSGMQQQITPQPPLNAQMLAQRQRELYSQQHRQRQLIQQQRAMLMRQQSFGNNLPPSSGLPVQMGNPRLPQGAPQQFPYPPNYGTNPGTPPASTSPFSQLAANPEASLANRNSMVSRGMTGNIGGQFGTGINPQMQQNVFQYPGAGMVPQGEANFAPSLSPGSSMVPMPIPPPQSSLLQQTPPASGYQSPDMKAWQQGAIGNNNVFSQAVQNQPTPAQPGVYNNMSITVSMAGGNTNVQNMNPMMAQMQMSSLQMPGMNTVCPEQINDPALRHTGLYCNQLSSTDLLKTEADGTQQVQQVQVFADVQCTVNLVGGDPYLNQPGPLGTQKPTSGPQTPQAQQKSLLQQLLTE
TLR9-MyD88 inh = blocks human TLR9 binding to MyD88; CHO BLA complementation TLR9-MyD88, CCF4 FRET ratio; inhibition, % at 4.98 µM; 0.21% of 340,000 active; AID 504734;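 active = inhibition above the mean over all tested compounds plus 3 SD, cut at about 21% in these data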;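 also: 0% = DMSO only wells and 100% = clavulanate BLA inhibitor control wells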
Vif inh = inhibitors of HIV Vif | inhibition, % at 7.49 µM | AID 602346 | HEK293T cells, Vif self-association by quenched fluorescence, imaging, 24 h | 0.35% of 340,000 active; in the data active = inhibition above about 50%, passing the limit was not always enough; also: some results filed as inactive read as strong as hits
* hit, by the source's call; / = not tested or not shown.

SMILES	NCOA2 inhibitor	LMP1 NFkB inh	NR5A2 inv ag	TRAIL sens C8	TROY signal inh	NCOA3 inh	NR2F2 inh	NOD2 RIPK2 PPI	NCOA1 inh	TLR9-MyD88 inh	Vif inh
Cc1nnc(NCCc2ccccc2)n(N)c1=O	-29	5	-9	-8	-1	5	4	-8	-4	-4	6
CCOc1cc(/C=N/O)cc(Br)c1OCC	29	9	-18	9	17	20	9	-6	-42	2	2
CCOC(=O)NC(=O)/C(C#N)=C\Nc1sccc1C(=O)OC	2	-12	-6	-7	-16	17	8	8	-18	6	-2
CCN(c1ccc(OC)cc1)S(=O)(=O)c1nnc(NC(=O)COc2ccc(C)cc2)s1	/	-5	16	0	8	9	/	-3	0	-4	-2
O=C(Cc1cccc2ccccc12)N/N=C/c1ccc(Sc2nc3ccccc3s2)o1	12	-3	16	6	2	23	15	-2	12	-2	8
COc1ccccc1NC(=O)N1CCN(c2ccccn2)CC1	-10	0	-1	0	-16	-6	4	2	-3	-9	/
FC(F)(F)c1cc(-c2ccccn2)nc2cc(-c3ccccc3)nn12	-16	-3	-3	2	-3	-4	5	8	-12	-6	5
O=C(OCC(=O)N(CCc1ccccc1)Cc1ccccc1)c1cccc(S(=O)(=O)N2CCOCC2)c1	-9	-3	8	32	10	15	26	3	-10	-1	7
O=C(Nc1ccccc1N1CCN(C(=O)c2ccc(Cl)cc2)CC1)c1cccc(F)c1	-16	-5	24	28	-12	-17	6	2	-8	-8	-5
COc1ccc(-c2c(C)c3cc(O)ccc3oc2=O)cc1OC	-34	0	-5	-11	-8	17	-20	-8	6	2	3
CC(C(=O)O)c1n[nH]c(=O)c2ccccc12 (centres undefined)	-15	-17	14	7	10	-12	25	-14	-8	4	13
COc1ccc(C2(C)NC(=O)N(CC(=O)NC3(C#N)CCCCC3)C2=O)cc1 (centres undefined)	7	1	4	-13	-16	2	0	1	-17	-9	-4
COc1cccc(C(C)(O)c2nc(-c3ccccc3)cs2)c1 (centres undefined)	0	/	16	4	25	3	21	-1	11	/	-10
COc1ccc(/C=C/C(=O)N2CCN(S(=O)(=O)c3ccccc3)CC2)cc1OC	8	-21	5	-9	2	7	11	0	8	-2	-4
COc1ccc(Oc2coc3cc(OC(=O)/C=C/c4ccc(F)cc4)ccc3c2=O)cc1	-10	-7	-21	0	-15	8	7	-44	-8	-9	14
COc1ccc(S(=O)(=O)N2CCOCC2)cc1NC(=O)CSc1nnc2c(n1)[nH]c1ccccc12	10	-3	-1	5	11	2	-2	-6	-32	9	-12
O=C(OCc1ccccc1)N1CCC2CC1c1cc(N3CCN(C(=S)NCCc4ccccc4)CC3)ccc12 (centres undefined)	12	/	-2	-3	-2	-5	19	9	-8	/	3
CC(C)Oc1ccc(S(=O)(=O)N2CCOCC2)cc1NC(=O)CN1C(=O)NC2(CCCC2)C1=O	-13	-3	11	22	14	-8	4	3	-65	-3	-12
COc1cc2c(cc1OC)C(c1cccc(Br)c1)CC(=O)N2 (centres undefined)	-13	1	1	4	0	-15	-11	7	-13	5	-2
CCCCN(C)S(=O)(=O)c1cc(Br)cc2c1N(C(=O)C1CC1)CC2	/	5	-4	11	2	-3	/	7	-11	3	-2
Cc1cccc(N=Nc2c(N)n[nH]c2N)c1	-72	-10	-23	6	-5	-23	-3	7	-18	6	2
CC(O)C(NC(=O)OCc1ccccc1)C(=O)OCc1ccccc1 (centres undefined)	-20	6	16	4	4	9	7	7	17	-1	1
O=C(CSc1n[nH]c(=O)[nH]c1=O)Nc1ccc(SC(F)F)cc1	10	8	27	-14	-2	-11	0	-20	3	-5	-3
COc1cccc(NC(=O)C(C)N2C(=O)c3ccccc3C2=O)c1 (centres undefined)	17	12	-13	-9	16	-18	8	11	-18	-6	3
CN1CCN(c2oc(/C=C/c3ccccc3)nc2C#N)CC1	9	1	3	-9	17	17	9	-9	-2	10	-14
(more compounds)
SMILES	NCOA2 inhibitor	LMP1 NFkB inh	NR5A2 inv ag	TRAIL sens C8	TROY signal inh	NCOA3 inh	NR2F2 inh	NOD2 RIPK2 PPI	NCOA1 inh	TLR9-MyD88 inh	Vif inh
NC(=O)CC(NC(=O)Cc1cccc2ccccc12)c1ccc(NCc2ccc(F)cc2)c([N+](=O)[O-])c1 (centres undefined)	4	52*	-4	-4	-15	-20	13	-4	-3	4	/
CCCn1cc(CN2CCC(n3nccc3NC(=O)C(OC)c3ccccc3)CC2)c(C)n1 (centres undefined)	-3	4	-13	10	-10	15	9	10	-9	-4	-1
C=CCN1C=CC(=O)CC1	-13	8	3	-23	-5	16	-16	5	0	-15	-10
COc1c2ccoc2nc2c(OC)c(OCC(O)C(C)(C)O)ccc12 (centres undefined)	-18	-4	-5	-6	-16	10	4	-16	-22	-3	/
O=C(O)c1ccccc1CSc1nnc2c(n1)[nH]c1ccccc12	-15	-6	2	-5	-34	0	6	13	4	-1	1
COc1cc(-c2cc(=O)c3c(O)cc(O)cc3o2)ccc1O	/	/	0	-21	-8	-10	/	-3	-14	/	4
COc1ccccc1N1CC(C(=O)OCC(=O)c2c(N)n(C)c(=O)n(C)c2=O)CC1=O (centres undefined)	-100	-7	-3	-6	-6	19	0	-2	-26	-7	/
O=C1CSc2ccc(S(=O)(=O)NCc3ccccc3Cl)cc2N1	3	2	9	-4	-8	-7	-13	-2	5	-5	8
Cn1c(SCc2nc3ccccc3c(=O)[nH]2)nc2ccccc21	-8	-2	-2	-1	-14	-2	3	-8	7	-9	2
CCOC(=O)C1(Cc2cccc(F)c2)CCN(C(=O)Cn2cnnn2)CC1	-1	-2	-6	4	-6	4	-6	0	13	0	-5
CCOC(=O)[C@H]1[C@H]2COc3ccc(C)cc3[C@@H]2N2C(=O)c3ccc(C)cc3NC(=O)[C@@]12C	-5	0	-9	-11	-1	11	9	-3	4	-1	2
Cc1ccc(CN2CC(C(=O)Nc3ncc(C)s3)CC2=O)cc1 (centres undefined)	13	-9	22	12	18	-14	-18	2	1	1	2
Cc1ccc(S(=O)(=O)Nc2ccc3c(c2)CCC3)cc1	4	0	17	-4	28	10	2	2	-8	-9	2
COc1ccc(CCNC(=O)COc2ccc3c(C)cc(=O)oc3c2)cc1OC	-47	-1	-4	13	9	4	9	-7	-10	5	8
CCCCn1c(N)c(N(CC(C)C)C(=O)CSc2nnc(C)n2-c2ccccc2)c(=O)[nH]c1=O	28	-2	-29	-22	-7	-5	-15	-9	-12	-3	11
Oc1ccc2ccccc2c1/C=N/Nc1ccccc1	2	-11	6	2	5	-7	-11	-10	-13	-1	-5
O=C(Cc1ccc(Cl)cc1)N/N=C/c1c(Cl)cccc1Cl	4	-3	0	-11	-42	-7	3	-10	-3	3	4
CCCc1cc(Nc2ccc(C)cc2)n2ncnc2n1	0	-4	-5	-12	13	1	-21	2	15	-7	1
CC(=O)Nc1ccccc1-c1nc2ccccc2nc1OCC(=O)c1ccc(Cl)cc1	-48	8	-4	17	-2	17	8	-7	11	-13	-15
CN(C)C(=O)c1ccc(-n2cccn2)nc1	-14	-8	-15	-6	-20	7	18	-8	-2	12	-3
COc1ccc(C(=O)NCC(=O)N/N=C/c2c(C)[nH]c3ccccc23)cc1	-3	3	5	-12	-10	-2	22	-5	5	-7	-4
COc1ccc(NC(=O)Nc2cccc3c2O[C@H](CN(C)Cc2ccc(-c4ccccc4)cc2)[C@@H](C)CN([C@H](C)CO)C3=O)cc1	0	0	6	15	-23	-7	11	-14	-6	1	2
O=C(O)CCN1C(=O)c2ccncc2C1=O	-33	5	14	-10	3	6	0	-13	-22	1	0
Fc1ccc(CSc2nc3ccccc3[nH]2)cc1	-61	-35	-132	45	-44	-41	-38	-1	-92	-2	-9
O=C(NCCN1CCN(c2ccccc2)CC1)c1cccc(Br)c1	-7	1	0	0	21	19	0	-7	15	0	-10
Other entries follow.
SMILES	NCOA2 inhibitor	LMP1 NFkB inh	NR5A2 inv ag	TRAIL sens C8	TROY signal inh	NCOA3 inh	NR2F2 inh	NOD2 RIPK2 PPI	NCOA1 inh	TLR9-MyD88 inh	Vif inh
C=C1C(O)C[C@@H](C(C)C)N(CC(C)C)S1(=O)=O (some centres undefined)	-15	12	-5	4	10	23	-4	-10	-1	-1	-5
O=C(c1ccccc1)N1CCC(=O)N(C(CO)Cc2ccccc2)CC1 (centres undefined)	14	-2	-8	-13	-20	14	-12	-7	4	-6	4
N#C/C(=C\c1c[nH]c2ccccc12)C(N)=O	9	9	-11	-1	4	6	11	2	8	-4	-10
COC(=O)Cc1n[nH]c(=O)c2ccccc12	-13	-9	-4	-2	-5	19	2	4	0	7	3
O=C(NCc1ccco1)c1cccc(N2CCCC2=O)c1	-17	-3	7	-9	-20	-6	-3	-3	1	-6	3
C=CCn1c(Cc2ccc(OCC)cc2)nnc1SCC(N)=O	4	-15	0	-12	2	-1	3	11	-6	-2	17
COc1ccc(C=O)c2[nH]c3c(Cl)ncnc3c12	-31	4	4	0	8	-2	1	-7	9	7	-7
O=C(NCc1ccccc1F)C1CCCN1S(=O)(=O)c1ccc(F)cc1 (centres undefined)	17	-2	-11	23	-17	12	1	3	16	-8	-1
CC(=O)Nc1c(C)ccc(CNC(=O)COc2ccc(F)cc2)c1C	-2	6	4	-3	6	3	-6	-5	4	-2	3
O=S(=O)(Nc1nc2ccccc2nc1Nc1ccc2c(c1)OCO2)c1ccccc1	-4	-3	5	4	41	8	5	-12	-8	2	-3
CSc1ccc(/C=C(\NC(=O)c2ccccc2)C(=O)NCCN2CCOCC2)cc1	-17	1	-1	0	31	4	-10	-6	6	6	33
COc1ccccc1C1CC(=O)Nc2cc(C)c(C)cc21 (centres undefined)	17	-7	11	21	-28	13	28	-4	8	-2	-3
O=C(N/N=C/c1ccco1)c1cccc(NC(=O)c2cccc(Cl)c2)c1	-22	6	17	1	-30	1	-24	-4	-7	2	2
O=C(COC(=O)c1ccccc1)NCc1ccco1	-7	-18	-27	8	-4	-3	1	5	-5	-4	1
C(=C\c1ccccc1)/CNCC1CCCO1 (centres undefined)	-8	-8	-3	25	-2	20	23	-17	-26	2	37
CCC(C)c1ccccc1N1CC(C(=O)N2CCN(S(=O)(=O)c3ccccc3Br)CC2)CC1=O (centres undefined)	-2	5	11	16	4	6	13	3	-8	3	-6
COc1cccc(C#Cc2cnc3c(c2)C(=O)N([C@@H](C)CO)C[C@H](C)[C@H](CN(C)C(=O)C2CCC2)O3)c1	8	10	15	2	16	-21	9	9	-14	-11	-17
O=C(c1ccc(NS(=O)(=O)c2cccc([N+](=O)[O-])c2)cc1)N1CCCCCC1	-7	5	0	-10	14	5	-1	-5	-13	-5	18
CC1(C)CC(=O)C(C2C3=C(CC(C)(C)CC3=O)Oc3ccccc32)C(=O)C1 (centres undefined)	-16	-1	8	9	-1	-4	-1	-3	-19	0	-30
COc1ccc(Cl)cc1NC(=O)NC(C)C	-7	-1	8	-4	12	13	-16	6	16	-6	-2

Only part of the results is shown; rates above refer to the full screens.
